TDP43 rescue = inhibitors of TDP-43 toxicity in yeast; Potency, µM (top dose mostly 46.1 µM), for inactives: top-dose growth rescue (activation), usual class: activators; actives 1.8% (n = 410,000); AID 652104; TDP-43 expressing yeast growth rescue, BacTiter-Glo, 24 h; further: potency means the concentration at half of the fitted maximal effect; % of control where 0% means no effect; nearly all actives have a fitted effect of over 50% in size
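Growth rescue of TDP-43-toxic yeast measured as ATP luminescence (BacTiter-Glo). Cells grown to mid-log in raffinose, induced in galactose at OD600=0.02, exposed to compound 24 hr at 30 deg C.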
GLP1R ag = agonists of human GLP-1 receptor; actives 0.007% (n = 380,000); AID 624172; HEK293 GLP-1R CRE-luciferase, luminescence, 4-6 h; cells express a hypersensitive GLP-1R form; Potency, µM (series often up to 45.6 µM), for the others: top-dose activation, actives largely listed as activators; further: potency means the concentration at half of the fitted maximal effect; % of control where 0% means no effect
Target sequence (P43220 whole entry, looked up): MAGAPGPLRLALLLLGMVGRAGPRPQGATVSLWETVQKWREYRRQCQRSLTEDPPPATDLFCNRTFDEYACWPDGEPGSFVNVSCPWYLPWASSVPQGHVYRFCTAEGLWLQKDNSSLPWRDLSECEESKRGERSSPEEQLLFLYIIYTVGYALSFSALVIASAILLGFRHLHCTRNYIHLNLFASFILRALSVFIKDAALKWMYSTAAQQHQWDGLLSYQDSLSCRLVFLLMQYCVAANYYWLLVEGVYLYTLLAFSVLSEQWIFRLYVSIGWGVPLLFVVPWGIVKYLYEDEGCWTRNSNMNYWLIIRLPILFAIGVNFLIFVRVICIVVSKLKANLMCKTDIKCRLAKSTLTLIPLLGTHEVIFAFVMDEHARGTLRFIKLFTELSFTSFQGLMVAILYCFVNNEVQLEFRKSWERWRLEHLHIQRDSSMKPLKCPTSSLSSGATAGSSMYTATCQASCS
PTHR1 agonist = agonists of human PTHR1 parathyroid hormone receptor; Potency, µM (titrated, usually from 115 µM), without a hit: at the highest dose activation, usual class: activators; Q03431; AID 743266; HEK293 GP2 PTHR1 cells, GloSensor cAMP luminescence, 1 h; actives 0.075% (n = 410,000); further: potency means the concentration at half of the fitted maximal effect; nearly all actives have a fitted effect of over 55% in size; some results filed as inactive show a strong effect at the top dose; inactives centre near -15; many of its hits are not listed in these tables
Target sequence (Q03431 whole entry, looked up): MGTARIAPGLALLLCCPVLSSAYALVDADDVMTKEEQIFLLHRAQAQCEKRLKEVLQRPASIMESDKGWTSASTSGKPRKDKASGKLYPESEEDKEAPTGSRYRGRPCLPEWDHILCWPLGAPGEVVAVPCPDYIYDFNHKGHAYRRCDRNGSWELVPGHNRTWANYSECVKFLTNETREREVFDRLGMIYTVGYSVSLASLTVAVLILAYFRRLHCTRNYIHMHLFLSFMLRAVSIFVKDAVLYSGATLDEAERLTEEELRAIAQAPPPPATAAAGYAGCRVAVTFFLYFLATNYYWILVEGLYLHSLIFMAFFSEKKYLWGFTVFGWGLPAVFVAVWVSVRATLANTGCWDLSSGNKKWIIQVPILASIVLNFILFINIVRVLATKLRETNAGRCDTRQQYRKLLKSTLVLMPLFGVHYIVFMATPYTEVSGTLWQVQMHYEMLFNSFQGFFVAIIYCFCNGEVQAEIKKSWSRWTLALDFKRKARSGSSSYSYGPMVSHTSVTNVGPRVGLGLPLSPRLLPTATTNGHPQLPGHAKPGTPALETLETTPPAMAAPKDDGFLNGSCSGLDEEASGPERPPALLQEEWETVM
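HEK-293-derived GP2 cells expressing PTHR1 and a GloSensor cAMP reporter, 3,000/well, plated overnight, given luciferin plus IBMX (each 0.5 mM as added) for 1 h at 37 °C, then compound for 1 h at 37 °C. Luminescence was read after 15 min at room temperature.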
DRD3 agonist = activates the human D3 dopamine receptor. actives 0.58% (n = 410,000). D3R DiscoveRx beta-arrestin cells, luminescence, 90 min. AID 652048. max activation, %; in the data active means max activation above about 30%; further: 0% is about no effect; mostly tested at two doses, the higher about 12 µM
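Cells at 1500/well, incubated overnight, then treated with pinned compounds (dopamine as control) for 90 min at 37 degrees C. DiscoveRx reagent added for 30 - 60 minutes at room temperature; luminescence read.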
aSyn yeast inh = inhibitors of alpha-synuclein toxicity in yeast | Yeast expressing alpha-synuclein, growth rescue, BacTiter-Glo, 24 h | Potency, µM (highest dose often 46.1 µM), for inactives: at the highest dose growth rescue (activation), hits mostly activators | actives 0.14% (n = 370,000); further: potency means the concentration at half of the fitted maximal effect; % of control where 0% means no effect; nearly all actives have a fitted effect of over 65% in size
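Galactose-induced alpha-syn yeast (OD600=0.02, raffinose-pregrown) + pinned cpd, 24 hr, 30 deg C; growth by BacTiter-Glo luminescence. Growth restoration scores as activation.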
GLP1R cytotox = cytotoxic in the GLP-1 receptor inverse agonist counter-screen | HEK293 cAMP-luciferase reporter cells, luminescence, 24 h | Potency, µM (titrated, usually from 38.3 µM), inactives show top-dose activity change, negative = inhibition, usual class: inhibitors | actives 0.13% (n = 410,000);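 further: loss of luciferase light is scored as toxicity; potency means the concentration at half of the fitted maximal effect; on the % scale 0 is the no-effect control and ±100 the full control effect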
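Quantitative HTS format, 1536 wells, 200 cells/uL seeded. Compounds: 23 nL, 24 h, 37 °C. Detection: luciferase reagent, luminescence at 12 min RT; decreased signal taken as cytotoxic.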
GLP1R inv ag = inverse agonists of human GLP-1 receptor. HEK293 GLP-1R CRE-luciferase, luminescence, 24 h; GLP-1R form is constitutively active. Potency, µM (doses to about 38.3 µM), without a hit: at the highest dose activity change, negative = inhibition, usual class: inhibitors. actives 1.6% (n = 410,000). AID 624417; further: potency means the concentration at half of the fitted maximal effect; on the % scale 0 is the no-effect control and ±100 the full control effect; nearly all actives have a fitted effect of over 55% in size
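Constitutively active GLP-1R drives a cAMP-responsive luciferase in stably transfected HEK293 cells; test compounds are added after overnight (12 h) attachment and left 24 hr, and signal loss in luminescence marks inhibition.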
DRD3 antagonist = D3 dopamine receptor (human) antagonism | D3R cells, DiscoveRx beta-arrestin luminescence, antagonist mode; active compounds read low | max response, negative = inhibition, % | actives 2.5% (n = 360,000) | AID 652054; in the data active means max response below about -50%; inconclusive means no clear call, values can overlap the other calls; further: on the % scale 0 is the no-effect control and ±100 the full control effect; mostly tested at two doses, the higher about 12 µM
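Cells expressing the human receptor were seeded at 1500 cells/well, incubated overnight at 37 degrees C in 5% CO2, then exposed to library compounds with dopamine controls for 90 minutes at 37 degrees C before luminescent detection.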
KB-V1 MDR tox = kills drug-selected multidrug resistant KB-V1 cells; AID 1347076; Potency, µM (series often up to 46.1 µM), inactives show top-dose activity change, negative = cytotoxicity, most hits filed as cytotoxic; KB-V1 MDR cells viability, CellTiter-Glo, 72 h; actives 3.4% (n = 400,000); further: potency means the concentration at half of the fitted maximal effect; on the % scale 0 is the no-effect control and ±100 the full control effect; nearly all actives have a fitted effect of over 60% in size
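Potencies derive from concentration-effect curves fitted to normalized luminescence (CellTiter-Glo) of KB-V1 cells treated for 72 h at 37 degrees C in phenol-red-free DMEM containing 10% FBS.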
* marks the source's active call; other numbers are inactive results; i = inactive; ? = inconclusive; · = not tested or not shown; & = joins results of further samples; [ ] = dose if it differs, or a comment. Unless noted, the call rests on the fitted dose curve; in most records, active means well fitted curve in the direction sought with a large enough effect; inconclusive means small, poorly fitted or top-dose-only effect, or another doubt; inactive means no such curve, though single readings can be large; an effect the other way counts as inactive or inconclusive.

SMILES	TDP43 rescue	GLP1R ag	PTHR1 agonist	DRD3 agonist	aSyn yeast inh	GLP1R cytotox	GLP1R inv ag	DRD3 antagonist	KB-V1 MDR tox
Clc1ccc(-n2ncc3c(NCCN4CCOCC4)ncnc32)cc1	-6%	-14%	-24%	1	8%	75%[activator]	?	-9	-17%
O=C(c1ccc2c(c1)OCO2)N1CCCc2ccccc21	19%	-7%	-16%[57.5 µM]	3	3%	-20%	-31%	2	-1%
CCOCCCNC(=O)C1CCCN(S(=O)(=O)c2ccc(-n3cnnn3)cc2)C1 (stereo unspecified)	23%	4%	1%	-3	6%	1%	33%[activator]	10	-2%
CCCS(=O)(=O)N1CCN(C(=O)c2cccnc2)CC1	8%	0%	i	3	5%	-5%	6%	4	15%
COCCNC(=O)Cn1cnc([N+](=O)[O-])n1	-15%	0%	i	-5	9%	6%	7%	-71*	7%
Cc1cc(SCC(=O)N(C)CC(=O)Nc2ccc(F)cc2)nc2ccccc12	?	3%	-23%	-8	11%	17%	?	0	5.2µM*
O=C1C=C(NC(=O)Nc2ccc(Cl)c(Cl)c2)CCC1	9%	2%	-11%	-10	-36%[inhibitor]	2%	?	-14	-3%
CCN(C(=O)COC(=O)Cn1c(C)csc1=O)c1c(N)n(Cc2ccccc2)c(=O)[nH]c1=O	-23%	1%	-10%	-10	2%	-3%	-4%	6	10%
CCN(C(=O)CSc1nnc(NC2CCCCC2)s1)C1CCS(=O)(=O)C1 (stereo unspecified)	-9%	0%	-9%[57.5 µM]	-8	3%	5%	11%	-12	-16%
Cc1cccc(NC(=O)CSc2nc(-c3cccc(C)c3)nc3c2Cc2c(CO)cnc(C)c2O3)c1	-8%	·	?	-4	·	1%	19%	·	-3%
CC(C)OC(=O)C1Cc2ccccc2CN1S(=O)(=O)c1cccs1 (stereo unspecified)	22%	8%	i	-1	10%	-1%	?	1	-7%
Cc1ccc(-c2cc(C(=O)NCCc3ccccc3)c3c(-c4ccc(C)cc4)[nH]nc3n2)cc1	16%	·	i	6	·	-5%	1%	·	·
Cc1cc(NC(=O)COC(=O)C2CCN(S(=O)(=O)c3c(Cl)cccc3Cl)CC2)no1	29%	0%	i	4	5%	-1%	6%	2	7%
COc1ccc(C2(SCC(N)C(=O)O)c3ccccc3-c3ccccc32)cc1 (stereo unspecified)	9%	-11%	-12%	5	8%	-8%	?	5	-8%
O=S(=O)(NCCSc1nnc(-c2ccco2)n1-c1ccccc1)c1ccccc1	9%	0%	-10%	2	7%	-20%	-26%	-8	-3%
O=C(Cn1c(=O)c2cccn2c2cccnc21)NCCCN1CCN(c2ccc(F)cc2)CC1	-16%	1%	i	-25	-1%	?	-43%	-118*	9%
CC(=O)Nc1ccc(C(=O)OCC(=O)c2ccc(S(=O)(=O)N3CCCCC3)cc2)cc1	0%	0%	i	-11	-4%	-6%	3%	-7	-7%
Cc1onc(-c2ccccc2)c1-c1nnc(-c2ccccc2C(F)(F)F)o1	12%	29%	-23%	2	9%	3%	?	8	-5%
Cc1ccc(CNC(=O)CCNS(=O)(=O)c2ccc(C)cc2)cc1	-2%	-7%	i	1	-1%	-5%	-15%	31	-6%
CS(=O)(=O)N1CCN(c2ccc([N+](=O)[O-])cc2F)CC1	-20%	8%	i	-15	0%	-11%	13%	-19	0%
O=[N+]([O-])c1cc(C(F)(F)F)ccc1Sc1ccc2ccccc2n1	-3%	1%	i	-14	-3%	3%	10µM*	?	?
O=S(=O)(Nc1cccc(Cl)c1)c1ccc2oc(=S)[nH]c2c1	0%	-2%	-42%[inhibitor]	1	-10%	-8%	-26%	-10	-9%
CC(CN1CCCCC1)OC(=O)c1ccccc1F (stereo unspecified)	-27%	3%	i	-15	-8%	3%	4%	-15	11%
CCN1C[C@@H]2[C@@H]3C(=O)N(Cc4ccccc4)C(=O)[C@@H]3[C@](C)(C(=O)OC)N2C1=NC	8%	-1%	i	11	1%	3%	18%	38	0%
COc1ccc(/C=C/C(=O)NC(=S)N2CCN(c3ccccc3OC)CC2)cc1	1%	3%	-19%	-16	5%	-9%	-9%	-50*	-23%

The last two records of the part above lead into the next:
SMILES	TDP43 rescue	GLP1R ag	PTHR1 agonist	DRD3 agonist	aSyn yeast inh	GLP1R cytotox	GLP1R inv ag	DRD3 antagonist	KB-V1 MDR tox
CCN1C[C@@H]2[C@@H]3C(=O)N(Cc4ccccc4)C(=O)[C@@H]3[C@](C)(C(=O)OC)N2C1=NC	8%	-1%	i	11	1%	3%	18%	38	0%
COc1ccc(/C=C/C(=O)NC(=S)N2CCN(c3ccccc3OC)CC2)cc1	1%	3%	-19%	-16	5%	-9%	-9%	-50*	-23%
O=C(CCN1C(=O)C2CC=CCC2C1=O)Nc1nc(-c2ccc(F)c(F)c2)cs1 (stereo unspecified)	-3%	-3%	?	10	9%	4%	-4%	57	-17%
O=C(COc1ccccc1)OCc1cc(=O)n2nc(-c3cccs3)sc2n1	8%	·	-16%	-8	·	6%	7%	·	?
O=C(NC1CCCCC1)c1nc(-c2c(F)cccc2F)oc1-c1ccccc1	14%	·	-7%	-1	-3%	0%	23%	16	?
COc1ccc(Br)cc1CN1CCCC(C(=O)N2CCCCCC2)C1 (stereo unspecified)	-22%	0%	-86%[inhibitor]	-17	-3%	-14%	?	?	?
COc1ccccc1CCC(=O)N(C)CC(=O)Nc1ccc(F)cc1	-2%	3%	10%	1	4%	-1%	-22%	-1	2%
O=C(O)CC1C(=O)NCCN1Cc1cccs1 (stereo unspecified)	19%	-2%	i	-4	-1%	2%	9%	31	?
COc1ccc(NC(=O)CN2CCN(C(=O)C3CCCO3)CC2)c(OC)c1 (stereo unspecified)	7%	-1%	-23%	2	1%	-9%	13%	14	6%
COc1cc2c(cc1OC)C(C(=O)NC1CC1)C1c3ccccc3CCN1C2=O (stereo unspecified)	8%	11%	5%	3	1%	3%	15%	13	?
N#C/C(=C\C=C\c1ccccc1[N+](=O)[O-])C(=O)NC1CCCCC1	9%	5%	-34%[inhibitor]	-7	15%	?	?	-1	?
CCC(C)[C@H]1CN=C(N)N1CC1CCCCC1 (stereo partly specified)	15%	-3%	-38%[inhibitor]	3	4%	-6%	14%	22	-6%
COc1ccc(NC(=O)C2=C(C)Nc3nc(CCCO)nn3C2c2ccc(O)cc2)cc1 (stereo unspecified)	0%[9.22 µM]	·	i	-5	·	10%	10%	·	?
COc1ccc(NC(=O)Nc2cccc3c2O[C@H](CN(C)C(=O)Nc2ccc(OC)cc2)[C@@H](C)CN([C@H](C)CO)C3=O)cc1	3%	-3%	-49%[inhibitor]	33*	1%	0%	-2%	65	10%
CCOC(=O)C1(CCCc2ccccc2)CCN(C(=O)c2ocnc2C)CC1	10%	11%	-3%	-2	1%	9%	-27%	3	?
CC1(C)CC(=O)C2=C(C1)OC(N)=C(C#N)C2c1ccoc1 (stereo unspecified)	-4%	0%	i	-2	-5%	4%	11%	9	?
O=C(NCc1ccc2c(c1)OCO2)c1cc(-c2ccccc2Cl)on1	-3%	5%	i	0	1%	9%	?	-59*	-6%
O=C(O)COc1ccc(/C=N/NC(=O)C(O)(c2ccccc2)c2ccccc2)cc1	0%	-3%	-13%	-17	-5%	-4%	1%	-2	-1%
CCn1cc(C(=O)N2CC(C)CC(C)C2)c(=O)c2cc(S(=O)(=O)N(C)C)ccc21 (stereo unspecified)	-8%	-6%	17%	-8	1%	9%	4%	-23	-12%
Cc1ccc(NC(=O)COC(=O)C2CC2)c(Br)c1	20%	10%	i	6	-1%	-4%	17%	-7	?
CCC(=O)N1CCc2cc(S(=O)(=O)NC(CC(C)C)C(=O)NCCc3cccc(C)c3)ccc21 (stereo unspecified)	13%	·	-25%	3	·	-16%	-18%	·	4%
C=CCn1c(=S)[nH]c2ccccc2c1=O	21%	0%	i	-3	5%	-30%	5%	4	?
COc1ccc(-c2coc3c(C(=O)NCc4ccccc4)cccc23)c(C)c1	?	14%	-91%	3	-12%	5%	?	21	?
Cc1nn(CC(=O)Nc2sc3c(c2C#N)CCC(C(C)(C)C)C3)c(C)c1[N+](=O)[O-] (stereo unspecified)	-7%	1%	24%[57.5 µM]	0	-4%	1%	0%	13	-20%
CCOc1ccc(N2C(=O)CC(C(C)c3ccccc3)C2=O)cc1 (stereo unspecified)	27%	13%	-8%	1	9%	2%	-10%	10	-9%
COc1ccc(-c2nc3c(c(SCC(=O)Nc4cccc(O)c4)n2)Cc2c(CO)cnc(C)c2O3)cc1	10%&0%	0%	-21%	10&-7	4%	7%&-12%	19%&-18%	9	0%&6%
Cn1c(=O)c2c(ncn2CC(=O)N/N=C/C(Cl)=C/c2ccccc2)n(C)c1=O	9%	-11%	i	-10	1%	18%	14%	-26	-2%
CCOC(=O)CN1CCC(c2cc(-c3ccc(Cl)cc3)n[nH]2)CC1	-12%	1%	i	0	9%	-3%	?	11	-1%
CC1CN(CCC(=O)Nc2ccc3c(c2)CCC3)CC(C)O1 (stereo unspecified)	-17%	5%	-9%[57.5 µM]	-5	1%	-21%	9%	-27	12%
CC(=O)c1ccc(S(=O)(=O)N2CCN(c3ccccc3F)CC2)cc1	23%	-1%	-23%	0	9%	11%[7.66 µM]	10%[7.66 µM]	9	?

Results in aSyn yeast inh, DRD3 antagonist and DRD3 agonist, for two of the compounds above:
molecule | aSyn yeast inh | DRD3 antagonist | DRD3 agonist
CCn1cc(C(=O)N2CC(C)CC(C)C2)c(=O)c2cc(S(=O)(=O)N(C)C)ccc21 (stereo unspecified) | 1% | -23 | -8
Cc1ccc(NC(=O)COC(=O)C2CC2)c(Br)c1 | -1% | -7 | 6

Looked up above:
DRD3 antagonist with O=C(O)COc1ccc(/C=N/NC(=O)C(O)(c2ccccc2)c2ccccc2)cc1 → -2
aSyn yeast inh with COc1ccc(-c2coc3c(C(=O)NCc4ccccc4)cccc23)c(C)c1 → -12%

Bioassay records as filed in PubChem.

The list is partial; rates above refer to the full screens.
